Assay outcomes (PubChem)
Growth percent in the NCI-60 one-dose screen (48 h, 10 µM unless noted): 100 = growth as untreated, 0 = no growth, -100 = all killed.
A549/ATCC: A549/ATCC NSCLC. 3.7% of 81,000 active. AID 1794740
EKVX: EKVX NSCLC; 3% of 71,000 active; AID 1794765
HOP-62: HOP-62 NSCLC; 3.9% of 80,000 active; AID 1794735
M14: M14 melanoma. AID 1794745. 6.2% of 80,000 active
RPMI-8226: RPMI-8226 leukemia cells; 7.5% of 77,000 active; AID 1794781
MOLT-4: MOLT-4 leukemia cells. 6.9% of 80,000 active
HOP-92: HOP-92 NSCLC cells; 6.3% of 71,000 active
CCRF-CEM: CCRF-CEM leukemia. 7% of 77,000 active. AID 1794778
Active calls of the source: *; x = not tested or not shown; & = joins results of further samples; [ ] = dose if it differs, or a comment. Rule for the calls: active = growth percent below 10; inactive = the rest.

SMILES	A549/ATCC	EKVX	HOP-62	M14	RPMI-8226	MOLT-4	HOP-92	CCRF-CEM
COc1ccc(Nc2[nH]n3c(=O)cc(C)nc3c2C(=O)Nc2ccccc2)c(OC)c1	92	91	80	104	91	93	76	91
CCOc1ccc(-c2cnnn2-c2nonc2N)cc1OC	92	92	86	126	84	91	78	94
Cc1cc(Cl)ccc1Nc1nc(C(F)(F)F)ccc1C(=O)NCC(=O)N/N=C/c1c(Cl)cccc1Cl	45	48	102	76	-21*	51	x	20
COc1ccc(OC)c(/C=N/NC(=O)c2ccc3cccc(O)c3n2)c1	104	95	93	103	107	96	98	99
CCOC(=O)c1c(C)c2c(n1C)CSc1cc(C(=O)c3ccccc3)c(=O)[nH]c1-2	79[100 µM]	72[100 µM]	103[100 µM]	108[100 µM]	82[100 µM]	87[100 µM]	84[100 µM]	106[100 µM]
Cc1nnc(N2CCN(c3ccccc3)CC2)c2ccccc12	99	x	97	95	104	110	96	103
COc1cccc(/C=C/c2nccc3ccccc23)c1OC	67	93	110	95	81	60	78	70
O=C1CC2C=CCN2C=C1c1ccc(F)cc1 (centres undefined)	87	99	87	101	94	106	93	99
Cc1cc(C)nc(NS(=O)(=O)c2ccc(NC3=C(Cl)C(=O)c4ncccc4C3=O)cc2)n1	116	100	91	112	76	92	106	79
COc1ccc(-c2nonc2NC(=O)c2cccc(C)c2)cc1OC	88	x	86	91	70	76	94	90
COC(=O)C1CC(n2cc(-c3ccc4cc(OC)ccc4c3)nn2)CN1C(=O)c1cc(OC)c(OC)c(OC)c1 (centres undefined)	85	95	105	101	84	58	94	97
CCCCCCNC(=O)Oc1ccc(/C(=C(/C)c2ccccc2)c2ccc(OCCN3CCCC3)cc2)cc1	94	83	100	67	63	71	58	76
O=C1N(Nc2ccccc2)C(=Nc2ccccc2)SC12C(c1ccc([N+](=O)[O-])cc1)CN(C1CCCCC1)C21C(=O)Nc2ccccc21 (centres undefined)	61	61	101	75	57	42	75	81
CCCC/C(=C\c1ccc(O)c(O)c1)C(=O)NC(Cc1ccccc1)C(=O)C(=O)NCCc1ccc(OC)cc1 (centres undefined)	103	83	98	95	90	85	86	97
O=C(NNC(=O)[C@@H]1C[C@H](C(=O)O)[C@@H]2CC=C[C@@H]21)c1ccncc1	68	98	80	93	94	78	99	98
CCC(C)n1c(NCCc2ccc(O)c(O)c2)nc2c1c(=O)n(C)c(=O)n2C (centres undefined)	93	89	91	108	83	104	73	98
CCSc1nc(NC)cc(N(C)C)n1	109	96	101	108	103	104	109	109
Cc1ccccc1NC(=O)Cc1csc2[n+]1C(=O)/C(=C\c1ccc3c(c1)OCO3)S2	78	106	86	88	94	99	70	96
CCN(CC)CC(=O)N1CCOCC1	113	112	104	105	97	107	96	103
O=[N+]([O-])c1ccc(-c2nnc(CNc3ccc(F)c(Cl)c3)o2)cc1	88	104	96	103	106	90	108	105
O=c1c2cccnc2n(-c2ccc(Cl)cc2)c(=O)n1-c1nc2ccc(F)cc2s1	110	91	109	103	92	103	x	89
CSc1n[nH]c2nc(-c3ccc(F)cc3)[nH]c(=O)c12	98	98	107	x	x	114	61	103
CCOP(=O)(OCC)C(Cc1ccccc1)N=C(c1ccccc1)c1ccccc1 (centres undefined)	79	97	85	96	95	84	92	92
CCOC(=O)c1ccc2ccc3ccccc3c2c1	109	x	85	77	89	120	59	89
COc1ccc(OC)c(Cn2cc3c(c2)-c2oncc2CC3)c1	43	42	x	4.1*	42	29	60	16
NC(=S)N1NC(=O)C(N=Nc2ccc(S(=O)(=O)N=C(N)N)cc2)C1=O (centres undefined)	105	113	105	112	104	109	112	101
CCN(C(=O)CN1CCN(c2cc3c(cc2F)c(=O)c(C(=O)O)cn3C2CC2)CC1)c1nc(-c2ccc(Cl)cc2)cs1	74	89	86	97	94	87	101	89
CC(C)(C)C(=O)C[n+]1cc2ccccc2c2ccccc21	106	100	123	109	96	113	88	103
NCC(=O)NC(Cc1ccccc1)C(=O)O (centres undefined)	97	95	109	96	95	101	98	94
COc1ccc(CCC2CCCCN2CCc2ccccc2)cc1 (centres undefined)	97	108	87	91	101	81	84	77
CN(C)c1ccc(/C=C/c2ccnc3ccccc23)cc1N	73	52	77	74	37	55	-3.6*	44
O=C(CCc1ccc(O)cc1)c1c(O)cc(O)c([C@@H]2O[C@H](CO)[C@@H](O)[C@H](O)[C@H]2O)c1O	92	93	100	99	101	92	83	93
C=CCn1c(SC/C(=N\O)c2ccc(Br)cc2)nnc1-c1c[nH]c2ccccc12	91	74	100	81	62	56	79	73
CN(Cc1ccccc1)CC1C2CCC(C2)C1O (centres undefined)	100&97	104&116	98&112	111&105	97	111&100	86&95	98&110
CCOC(=O)C1=C[C@]2(CC)CCCN3CCc4c(n1c1ccccc41)[C@@H]32	64	122	108	108	75	74	x	74
O=C(N/N=C/c1ccc(-c2cccc([N+](=O)[O-])c2)s1)c1[nH]c2ccc(Br)cc2c1-c1ccccc1	91	95	64	75	89	69	94	91
Nc1nc(I)c2ncn(C3OC(CO)C(O)C3O)c2n1 (centres undefined)	103	97	96	102	157	109	223	116
COc1ccc(NCc2cn(-c3ccc(C(F)(F)F)cc3)nc2-c2ccc(C(=O)O)cc2)cc1C(F)(F)F	55	77	91	73	58	84	79	72
CCN(CC)CCSCCNc1c(C)cnc2ccc(Cl)cc12	102	112	94	70	89	85	99	95
O=[N+]([O-])c1ccc(Oc2ccc(Cl)cc2)cc1	103	105	96	98	114	104	93	105
COc1cccc(Nc2c(Br)cnc3[nH]c4ccc(Br)cc4c23)c1	87	107	80	81	97	92	107	80
Clc1ccc2nc(-c3nnc(-c4ccccc4)o3)c(Cl)nc2c1	103	97	109	95	98	107	89	101
COc1cnc2c(c1)C(=O)c1c-2n(CCCn2ccnc2)c(=O)c2cc(F)ccc12	-21*	11	-30*	-40*	-28*	-24*	-16*	-0.9*
COC(=O)CCC(CCC(=O)OC)(CCC(CCC(=O)OC)(CCC(=O)OC)[N+](=O)[O-])[N+](=O)[O-]	94	98	102	107	100	106	103	105
COc1ccc2c(c1)CN1C(CCC3c4ccccc4NC31)C2 (centres undefined)	87	64	82	89	72	68	62	66

A draw from above in order of heavy-atom count, ascending.
SMILES	A549/ATCC	EKVX	HOP-62	M14	RPMI-8226	MOLT-4	HOP-92	CCRF-CEM
NCC(=O)NC(Cc1ccccc1)C(=O)O (centres undefined)	97	95	109	96	95	101	98	94
O=[N+]([O-])c1ccc(Oc2ccc(Cl)cc2)cc1	103	105	96	98	114	104	93	105
CN(Cc1ccccc1)CC1C2CCC(C2)C1O (centres undefined)	100&97	104&116	98&112	111&105	97	111&100	86&95	98&110
CCOC(=O)c1ccc2ccc3ccccc3c2c1	109	x	85	77	89	120	59	89
Nc1nc(I)c2ncn(C3OC(CO)C(O)C3O)c2n1 (centres undefined)	103	97	96	102	157	109	223	116
CC(C)(C)C(=O)C[n+]1cc2ccccc2c2ccccc21	106	100	123	109	96	113	88	103
CN(C)c1ccc(/C=C/c2ccnc3ccccc23)cc1N	73	52	77	74	37	55	-3.6*	44
Clc1ccc2nc(-c3nnc(-c4ccccc4)o3)c(Cl)nc2c1	103	97	109	95	98	107	89	101
COc1ccc(CCC2CCCCN2CCc2ccccc2)cc1 (centres undefined)	97	108	87	91	101	81	84	77
NC(=S)N1NC(=O)C(N=Nc2ccc(S(=O)(=O)N=C(N)N)cc2)C1=O (centres undefined)	105	113	105	112	104	109	112	101
CCOC(=O)C1=C[C@]2(CC)CCCN3CCc4c(n1c1ccccc41)[C@@H]32	64	122	108	108	75	74	x	74
C=CCn1c(SC/C(=N\O)c2ccc(Br)cc2)nnc1-c1c[nH]c2ccccc12	91	74	100	81	62	56	79	73
COc1cnc2c(c1)C(=O)c1c-2n(CCCn2ccnc2)c(=O)c2cc(F)ccc12	-21*	11	-30*	-40*	-28*	-24*	-16*	-0.9*
O=C(CCc1ccc(O)cc1)c1c(O)cc(O)c([C@@H]2O[C@H](CO)[C@@H](O)[C@H](O)[C@H]2O)c1O	92	93	100	99	101	92	83	93
COC(=O)CCC(CCC(=O)OC)(CCC(CCC(=O)OC)(CCC(=O)OC)[N+](=O)[O-])[N+](=O)[O-]	94	98	102	107	100	106	103	105
O=C(N/N=C/c1ccc(-c2cccc([N+](=O)[O-])c2)s1)c1[nH]c2ccc(Br)cc2c1-c1ccccc1	91	95	64	75	89	69	94	91
COc1ccc(NCc2cn(-c3ccc(C(F)(F)F)cc3)nc2-c2ccc(C(=O)O)cc2)cc1C(F)(F)F	55	77	91	73	58	84	79	72
CCN(C(=O)CN1CCN(c2cc3c(cc2F)c(=O)c(C(=O)O)cn3C2CC2)CC1)c1nc(-c2ccc(Cl)cc2)cs1	74	89	86	97	94	87	101	89

(more compounds)
SMILES	A549/ATCC	EKVX	HOP-62	M14	RPMI-8226	MOLT-4	HOP-92	CCRF-CEM
Cc1ccc2cccnc2c1	92	115	97	105	78	110	55	85
C1=C\c2ccc(c(-c3nnc(Nc4cccnc4)o3)c2)/C=C\c2ccc/1cc2	91	89	111	89	92	83	98	98
Nc1nc2c(s1)Nc1ccccc1NC2=O	110	x	97	101	96	96	87	95
Cc1cc(Nc2ccc(F)cc2)nc(N2CCN(c3ccnc4cc(Cl)ccc34)CC2)n1	30	x	60	13	12	6.8*	-7.9*	16
Cc1ccccc1C(=O)N1CCc2cc(-c3nc(NC(=O)Cc4ccc5c(c4)OCO5)sc3C)ccc21	56	x	79	64	42	52	57	61
CSc1ncc2ncn(C3OC(CO)C(O)C3O)c2n1 (centres undefined)	108	107	119	107	x	109	x	99
Cc1nc(-c2ccccc2)n2nc(-c3ccccc3)cc2n1	100	80	93	97	108	97	102	103
CCCC(O)c1ccccc1Cl (centres undefined)	97	96	97	99	99	95	96	97
COc1cc(C)cc2oc3oc(=O)c(-c4csc(-c5cc6ccccc6o5)n4)cc3c(=O)c12	102	101	95	102	114	106	96	125
Cc1ccc2nc3sc(C(=O)Nc4ccc(C(=O)/C=C/c5ccc(Cl)cc5)cc4)cc3cc2c1	104	106	103	100	105	99	105	100
N#Cc1c(-c2cccs2)cc(-c2cnccn2)nc1SCC(=O)c1ccc(Cl)cc1	91	60	73	108	103	92	82	111
CCOP(=O)(OCC)C(NC(=O)c1ccccc1)C1=NCCS1 (centres undefined)	100	94	98	60	99	104	99	101
CCCCCCCCCCCCCCCCNC(=O)Nc1ccc(-c2ccc(NC(=O)NCCCCCCCCCCCCCCCC)c(OC)c2)c(OC)c1	106	x	95	94	100	108	x	x
CC(NC(=O)c1cccc2c1Oc1ccccc1S2)C(=O)O (centres undefined)	102	x	96	99	97	94	77	x
